# USP2a block: qHTS Assay for Inhibitors of Ubiquitin-specific Protease USP2a Using CHOP2 as the Reporter; Ubiquitin carboxyl-terminal hydrolase 2 (Homo sapiens), O75604; USP2 core, Ub-CHOP2 coupled fluorogenic reporter, 485/531; Potency, µM (top dose mostly 38.3 µM), without a hit: at the highest dose activity change, negative = inhibition, most hits filed as inhibitors; 330,000 compounds, 0.01% hits; AID 463254, 2010;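 note: potency is the fitted concentration of half-maximal effect; plate controls were DMSO wells for no effect and full inhibition by NEM control for full effect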
#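 Cell-free coupled assay: 10nM USP2 core preincubated 30min RT with compound in Tris-HCl pH 8.0/CaCl2/CHAPS buffer, then 25nM Ub-CHOP2 and 25nM reporter substrate; fluorescence (Ex 485/Em 531) read after 60min RT, normalized to NEM inhibition, concentration-response curves fitted.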
# Mito fusion yeast: qHTS Assay for Small Molecule Inhibitors of Mitochondrial Division or Activators of Mitochondrial Fusion; S. cerevisiae fusion-defective mutant growth rescue, CellTiterGlo 48 h; AID 485298, 2010; Potency, µM (doses to about 46.1 µM), for inactives: at the top dose growth rescue (activation), most hits filed as activators; 320,000 compounds, 0.23% hits;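 note: potency is the fitted concentration of half-maximal effect; % of control where 0% means no effect; nearly all actives have a fitted effect of over 45% in size; temperature-sensitive fusion mutants such as fzo1-1 at 37 °C on non-fermentable ethanol glycerol medium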
#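 Compounds are tested for their ability to restore growth of mitochondrial fusion-defective yeast strains at non-permissive 37C in YPEG medium over 48 hours. Viability is quantified by luciferase luminescence.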
# KCNH2 3.1 block: qHTS for Inhibitors of KCHN2 3.1: Mutant qHTS; AID 720553, 2013; U2OS KCNH2 3.1, thallium flux FluxOr; hits give low values; activity change, % (tested at about 1.8 µM); 340,000 compounds, 0.95% hits; Potassium voltage-gated channel subfamily H member 2, brain isoform KCNH2 3.1 (human);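 active = maximum activity change below -70%; inconclusive = maximum activity change from -70% to -50%; inactive = maximum activity change above -50%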;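 note: thallium influx rate constant from kinetic fluorescence after stimulation buffer; % is set by controls: 0 for no effect and ±100 for the full control effect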
#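 Steps: virus added to U2OS suspension (4 h, RT, dark); medium with 10% FBS added, cells plated, 37 C overnight; FluxOr/Red40 loading buffer 45 min RT; stimulation buffer, 2 min kinetic read; rate constant normalized.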
# TRPV1 ag: HTS Assay for Compounds that Act as Agonists of the Vanilloid Receptor 1; Transient receptor potential cation channel subfamily V member 1 (Homo sapiens), Q8NER1; TRPV1-expressing cells, Fluo-8 calcium influx, agonist mode; activation, % at 8.33 µM; 320,000 compounds, 0.19% hits; AID 540275, 2011; in the data active = activation above about 80%; inconclusive = between about 30% and that limit; note: 0% is about no effect
#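 TRPV1-expressing cells were cultured overnight at 35.5C and loaded with Fluo-8 calcium dye for 40 to 90 min at room temperature. After a 10 s baseline, compound was added and calcium influx was read kinetically for 3 min (ex 480/em 520 nm).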
# TSHR antagonist: Antagonists of the Thyroid Stimulating Hormone Receptor: HTS campaign | Thyrotropin receptor (Homo sapiens), P16473 | TSHR-expressing cells, TSH-stimulated cAMP HTRF, 2 h; hits give low values | activity change, negative = inhibition, % at 11.5 µM | 330,000 compounds, 0.2% hits | AID 504810, 2011;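 active = activity change below a set negative limit, meaning inhibition stronger than a set level, cut at about -70% in these data; inconclusive = activity change between two set negative limits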; note: % is set by controls: 0 for no effect and ±100 for the full control effect
#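 TSHR-expressing cells were treated with compounds, then stimulated with TSH at EC80 (4nM final) for 2 hours at 37 deg C. Cellular cAMP was measured by HTRF competition between lysate cAMP and cAMP-d2 for a cryptate-labelled anti-cAMP antibody.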
# Eya2 phos inh: qHTS Assay for Inhibitors of the Phosphatase Activity of Eya2; Protein phosphatase EYA2 (Homo sapiens), O00167; recombinant Eya2, OMFP fluorescence dephosphorylation (OMFP is methylfluorescein phosphate); Potency, µM (highest dose often 76.9 µM), inactives show top-dose activity, negative = inhibition, usual class: inhibitors; 330,000 compounds, 0.006% hits; AID 488837, 2010; note: potency is the fitted concentration of half-maximal effect; % is set by controls: 0 for no effect and ±100 for the full control effect
#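 Eya2 protein (added as 0.2 uM solution) was preincubated with compound for 10 min at ambient temperature in 50 mM HEPES pH 7.5, 50 mM NaCl, 5 uM MgCl2, 0.05% BSA, 1 mM DTT. OMFP (added at 50 uM) then reacted 10 min; fluorescence read at 485/525 nm.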
# ELG1 repair inh: qHTS screen for small molecules that inhibit ELG1-dependent DNA repair in human embryonic kidney (HEK293T) cells expressing luciferase-tagged ELG1; HEK293T ELG1-luciferase reporter, luminescence, 16 h; DNA damage induced by 5-fluorouridine; Potency, µM (titrated, usually from 46.1 µM), for inactives: at the highest dose activity change, negative = inhibition, usual class: inhibitors; AID 504467, 2011; 330,000 compounds, 2.3% hits; note: potency is the fitted concentration of half-maximal effect; % is set by controls: 0 for no effect and ±100 for the full control effect; nearly all actives have a fitted effect of over 55% in size
#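 Quantitative HTS, concentration-response format. 2,000 cells/well co-treated with 5-fluorouridine and compound, 16 hr in 5% CO2 at 37 °C; ONE-Glo luminescence read after 30 min.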
# AT treatment: qHTS Assay for Identifying a Potential Treatment of Ataxia-Telangiectasia; […] A-T fibroblasts, KAP-1 phosphorylation AlphaLISA; neocarzinostatin DNA damage 30 min before lysis; Potency, µM (titrated, usually from 57.5 µM), for inactives: at the highest dose activation, most hits filed as activators; 320,000 compounds, 0.19% hits; note: potency is the fitted concentration of half-maximal effect; % of control where 0% means no effect; nearly all actives have a fitted effect of over 45% in size
#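 ATM-like activity read as KAP-1 phosphorylation via AlphaLISA donor/acceptor antibody pairs after lysis and 6 hr at 25C. Cells were ATM-null patient fibroblasts ([…], hTERT), dosed 60 min, then exposed to the DSB inducer NCS for 30 min.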
# TCR act: Activators of T cell receptors: qHTS campaign. primary human leukocytes, anti-CD3, IL-2 HTRF, 48 h. 330,000 tested, under 10 active. Potency, µM (series often up to 9.22 µM), without a hit: at the top dose activation of IL-2 secretion, most hits filed as activators; note: % of control where 0% means no effect
#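 Readout: HTRF IL-2, Eu-cryptate/d2 antibody pair, 320nm excitation, 665nm emission. Stimulus: a-CD3 beads, no co-stimulation. Cells: primary human leukocytes. Exposure: 48 hr with compound.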
# hERG WT inh: qHTS for Inhibitors of KCHN2 3.1: Wildtype qHTS | Voltage-gated inwardly rectifying potassium channel KCNH2 (Homo sapiens), Q12809 | U2OS, BacMam KCNH2, thallium flux FluxOr; hits give low values | activity change, % at 1.84 µM | 340,000 compounds, 0.37% hits;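 active = maximum activity change below -70%; inconclusive = maximum activity change between -70% and -50%; inactive = maximum activity change above -50%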; note: % is set by controls: 0 for no effect and ±100 for the full control effect
# Target sequence (Q12809 whole entry, looked up): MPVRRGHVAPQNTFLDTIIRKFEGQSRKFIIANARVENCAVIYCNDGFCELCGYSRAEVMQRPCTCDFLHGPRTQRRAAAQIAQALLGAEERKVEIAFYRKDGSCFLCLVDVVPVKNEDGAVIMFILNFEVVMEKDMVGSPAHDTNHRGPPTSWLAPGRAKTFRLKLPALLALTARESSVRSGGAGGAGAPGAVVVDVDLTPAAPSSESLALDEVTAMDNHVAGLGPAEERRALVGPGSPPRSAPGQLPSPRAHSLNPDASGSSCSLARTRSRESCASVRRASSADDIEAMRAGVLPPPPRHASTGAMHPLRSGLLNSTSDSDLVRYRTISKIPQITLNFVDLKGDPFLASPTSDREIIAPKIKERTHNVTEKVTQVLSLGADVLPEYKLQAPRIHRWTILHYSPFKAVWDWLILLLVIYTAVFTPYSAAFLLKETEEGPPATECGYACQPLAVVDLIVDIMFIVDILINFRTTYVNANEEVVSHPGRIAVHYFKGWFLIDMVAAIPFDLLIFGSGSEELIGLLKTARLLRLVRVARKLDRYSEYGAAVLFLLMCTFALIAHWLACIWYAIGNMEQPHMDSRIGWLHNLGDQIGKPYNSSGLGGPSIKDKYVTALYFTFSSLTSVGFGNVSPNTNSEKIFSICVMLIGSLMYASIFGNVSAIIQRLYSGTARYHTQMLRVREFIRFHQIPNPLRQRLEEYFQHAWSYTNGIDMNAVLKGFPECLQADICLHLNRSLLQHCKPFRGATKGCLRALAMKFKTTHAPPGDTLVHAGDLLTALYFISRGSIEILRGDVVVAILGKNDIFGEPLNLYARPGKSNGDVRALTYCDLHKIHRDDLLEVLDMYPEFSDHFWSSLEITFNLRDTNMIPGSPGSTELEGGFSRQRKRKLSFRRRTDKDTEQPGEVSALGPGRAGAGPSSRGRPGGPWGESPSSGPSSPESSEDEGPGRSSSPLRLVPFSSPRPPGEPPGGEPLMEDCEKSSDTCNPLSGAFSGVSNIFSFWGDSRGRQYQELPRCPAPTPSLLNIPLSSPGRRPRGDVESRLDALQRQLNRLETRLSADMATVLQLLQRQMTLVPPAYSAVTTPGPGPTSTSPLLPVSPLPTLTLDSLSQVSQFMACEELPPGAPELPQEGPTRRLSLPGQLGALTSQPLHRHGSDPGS
#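 U2OS cells transduced with wild-type KCNH2 virus are loaded with FluxOr dye for 45 min, and thallium flux is measured in kinetic reads before and after stimulation buffer. Rate constants are normalized to DMSO controls.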
# The depositor's hits bear a star; i = inactive; ? = inconclusive; . = not tested or not shown; [ ] = another dose, or the depositor's remark. Unless noted, calls come from the whole dose curve; as a rule, active = well fitted curve in the direction sought with a large enough effect; inconclusive = small, poorly fitted or top-dose-only effect, or another doubt; inactive = no such curve, though single readings can be large; an effect the other way counts as inactive or inconclusive. These rows are one share of the data; the hit share may differ from the screen's.
SMILES,USP2a block,Mito fusion yeast,KCNH2 3.1 block,TRPV1 ag,TSHR antagonist,Eya2 phos inh,ELG1 repair inh,AT treatment,TCR act,hERG WT inh
COc1ccc(S(=O)(=O)/C(C#N)=C/Nc2cccc(F)c2)cc1,-1%,-10%,11,?,4,1%,-18%,2%,2%,-18
COc1ccc(/C=N/NC(=O)CN(Cc2ccccc2)S(=O)(=O)c2ccc3c(c2)OCCO3)cc1,-11%,11%,1,2,3,-8%,?,1%,1%,9
O=c1cc(O)sc2ccccc12,-1%,-5%,0,-1,-23,19%,-3%,-8%,1%,1
CC1Cc2ccccc2N1CC(=O)Nc1ccc2c(c1)OCCCO2 (stereo not drawn),-3%,9%,3,11,26,?,-9%,-8%,-4%,-2
CC(C)OP(=O)(Nc1cccc2ccccc12)OC(C)C,2%,1%,2,9,-3,-15%,-6%,0%,4%,i
COC(=O)C1=C(N)OC2=C(C(=O)CC(C)(C)C2)C1c1ccccc1OC (stereo not drawn),-2%,5%,3,1,-16,3%,6%,-2%,3%,0
C[C@]12C(=O)N(c3cccc(F)c3)C(=O)N1[C@@H]1c3ccccc3OC[C@@H]1[C@H]2c1ccccc1,3%,4%,-5,11,-2,12%,5%,7%,-2%,1
O=C(CCN1C(=O)[C@@H]2Cc3ccccc3CN2C1=O)Nc1cccc(F)c1,-1%,-1%,11,11,-9,0%,0%,15%,3%,?
CSCCC(NC(=O)COc1ccccc1)C(=O)NCCOc1ccc(C)cc1 (stereo not drawn),1%,5%,-4,9,0,-8%,-8%,2%,-23%,16
O=c1c2c(-c3cccs3)csc2[nH]c(=S)n1-c1ccccc1,1%,5%,9,-3,8,-15%,-1%,0%,10%,-9
COc1ccccc1NC(=O)CSc1nc2nc(C)cc(C)c2c(=O)[nH]1,2%,-2%,-16,4,-5,5%,13%,-1%,11%,5
O=C(NCc1cccnc1)C(=O)c1c[nH]c2ccccc12,0%,0%,-18,1,8,-7%,-3%,2%,1%,2
Cc1ccc(C)c(NC(=O)COC(=O)CNC(=O)C2CCCCC2)c1,-7%,3%,-2,-1,-3,-11%,?,5%,-3%,-17
c1ccc(-c2nc3nc4ccccc4nc3n2Cc2ccco2)cc1,?,?,-10,-4,5,-7%,0%,18%,0%,-14
CCn1c(SCC(=O)N=Nc2c(O)[nH]c3ccccc23)nnc1-c1ccc(C(C)(C)C)cc1,-1%,-3%,.,-3,-2,8%,16%,1%,-23%[46.1 µM],.
Cc1ncc([N+](=O)[O-])n1Cc1ccc(F)cc1,-2%,3%,11,8,3,?,0%,-5%,4%,10
Cc1nn(-c2ccc(C(=O)NCC(c3ccco3)N3CCCC3)cc2)c(C)c1Cl (stereo not drawn),2%,-5%,2,2,-28,-2%,1%,-1%,6%,-3
COc1cccc(C(=O)NCC(c2ccco2)N2CCc3ccccc3C2)c1 (stereo not drawn),-2%,26%,-6,0,-4,-11%,-8%,-6%,1%,-11
CC(=O)C(Sc1ccc2nnc(-c3ccc(C)cc3)n2n1)C(C)=O,2%,6%,-7,1,-1,-3%,-27%,15%,6%,-4
CCN1CCN(Cc2c(C)[nH]c3ccc(C(=O)OC)cc3c2=O)CC1,2%,-1%,-2,1,-1,0%,?,-3%,.,1

# A few values from above.
# C[C@]12C(=O)N(c3cccc(F)c3)C(=O)N1[C@@H]1c3ccccc3OC[C@@H]1[C@H]2c1ccccc1 in Eya2 phos inh has 12%
# O=C(CCN1C(=O)[C@@H]2Cc3ccccc3CN2C1=O)Nc1cccc(F)c1 in KCNH2 3.1 block has 11
# CC(=O)C(Sc1ccc2nnc(-c3ccc(C)cc3)n2n1)C(C)=O in AT treatment has 15%
# O=c1cc(O)sc2ccccc12 in TCR act has 1%

# Five structures already listed, ordered by molecular weight, smallest number first.
SMILES,USP2a block,Mito fusion yeast,KCNH2 3.1 block,TRPV1 ag,TSHR antagonist,Eya2 phos inh,ELG1 repair inh,AT treatment,TCR act,hERG WT inh
Cc1ncc([N+](=O)[O-])n1Cc1ccc(F)cc1,-2%,3%,11,8,3,?,0%,-5%,4%,10
CC(=O)C(Sc1ccc2nnc(-c3ccc(C)cc3)n2n1)C(C)=O,2%,6%,-7,1,-1,-3%,-27%,15%,6%,-4
Cc1ccc(C)c(NC(=O)COC(=O)CNC(=O)C2CCCCC2)c1,-7%,3%,-2,-1,-3,-11%,?,5%,-3%,-17
Cc1nn(-c2ccc(C(=O)NCC(c3ccco3)N3CCCC3)cc2)c(C)c1Cl (stereo not drawn),2%,-5%,2,2,-28,-2%,1%,-1%,6%,-3
CCn1c(SCC(=O)N=Nc2c(O)[nH]c3ccccc23)nnc1-c1ccc(C(C)(C)C)cc1,-1%,-3%,.,-3,-2,8%,16%,1%,-23%[46.1 µM],.

# Continuation:
SMILES,USP2a block,Mito fusion yeast,KCNH2 3.1 block,TRPV1 ag,TSHR antagonist,Eya2 phos inh,ELG1 repair inh,AT treatment,TCR act,hERG WT inh
COc1ccc(S(=O)(=O)CCC(=O)NC2CCCCC2)cc1,1%,0%,2,2,10,3%,10%,12%,5%,-1
CN1c2ccccc2C(=O)NC1c1ccc(Cl)cc1 (stereo not drawn),1%,-1%,8,1,7,3%,?,-3%,2%,.
Cc1nnc(SCC(=O)Nc2cc(S(=O)(=O)N3CCCC3)ccc2Cl)s1,9%,1%,6,7,5,9%,-12%,32%,2%,2
Cc1ccc(-n2c(-c3ccco3)nc3nc4ccccc4nc32)cc1,0%,0%,8,20,10,-7%,3%,2%,12%,.
CC(=O)NC1=NC(=O)/C(=C/c2cc(C)n(-c3cccc(C(=O)O)c3)c2C)S1,10%,-7%,-12,0,0,-1%,-15%,-4%,2%,-11
CC(C)(C)OC(=O)N1CCC(C(=O)N2CCC[C@H]2C(=O)O)CC1,3%,1%,-9,-1,-1,4%,1%,-1%,2%,6
COCCN1Cc2cc3cc(C)ccc3nc2SC1=Nc1ccc(OC)cc1,-1%,-4%,-12,3,-7,-17%,-13%,0%,-3%,-32
COc1ccccc1NC(=S)Nc1ccccc1F,0%,-12%,-2,0,-8,6%,12%,4%,2%,3
O=C(CC(=O)N/N=C\c1ccccc1)NCCc1ccccc1,-2%,0%,3,2,4,-8%,-4%,6%,.,3
O=c1c2[nH]c3ccc(F)cc3c2ncn1CCN1CCN(Cc2ccccc2)CC1,1%,10%,?,-4,-3,11%,15%,0%,2%,-31
N#Cc1c(NC(=O)CSc2ncnc3c2cnn3-c2ccccc2Cl)sc2c1CCCC2,1%,6%,-8,-3,1,11%,?,4%,7%,-1
Cc1ccc(NC(=O)CN2C(=O)NC(C)(CC(C)C)C2=O)c(Br)c1 (stereo not drawn),4%,.,-5,.,-5,3%,1%,-11%,10%[46.1 µM],-3
O=C(C1CCCN(c2ncccn2)C1)N1CCc2ccccc21 (stereo not drawn),3%,-2%,-37,16,-4,14%,-16%,9%,.,-7
Cc1ccc(NC(=O)COC(=O)c2cc(C)nc3ccccc23)c([N+](=O)[O-])c1,4%,-1%,-21,1,-1,-2%,1%,4%,1%[46.1 µM],-2
COc1ccc(NC(=O)CCC(=O)N/N=C/c2cccnc2)cc1,0%,0%,-6,0,-11,4%,0%,-1%,1%,.
CC(Oc1ccc(F)cc1)C(=O)Nc1cc(C(F)(F)F)ccc1-n1cncn1 (stereo not drawn),-1%,11%,-6,?,8,9%,0%,-6%,17%,4

# Screens from PubChem BioAssay.
